MT1-MMP txn act = MT1-MMP promoter transcription activation; 0.16% of 86,000 active; HT1080 MT1-MMP promoter luciferase reporter, luminescence, overnight; active compounds read high; activation factor at 10 µM;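 active = activation factor of at least 2 for MT1-MMP transcription at 10 µM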
VCAM1 TNFa inh = reduces TNF alpha induced VCAM1 expression in HUVEC | HUVEC TNFa-induced VCAM-1 immunofluorescence, high-content imaging | AID 802 | 0.48% of 95,000 active | inhibition, % at 2 µM;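 active = inhibition above the batch mean plus 3 SD, with images confirmed as a hit by eye, cut at about 37% in these data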;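 also: 0% = TNF-stimulated DMSO wells and 100% = unstimulated control wells; not every result past the cut was called active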
hDAT+cocaine = modulates human dopamine transporter uptake under cocaine; Q01959; LLC-PK1 hDAT cells, [14C]-dopamine uptake with cocaine IC80; actives deviate in either direction; B-score at 10 µM; 1.3% of 110,000 active; AID 449768;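 active = Z score or B-score, a plate-position-corrected score, falls beyond the plate's 99.7% confidence bounds, in either direction; inactive = both scores lie inside the 99.7% bounds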;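 also: scored against the spread of the other compound wells on the same plate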
Target sequence (Q01959 whole entry, looked up): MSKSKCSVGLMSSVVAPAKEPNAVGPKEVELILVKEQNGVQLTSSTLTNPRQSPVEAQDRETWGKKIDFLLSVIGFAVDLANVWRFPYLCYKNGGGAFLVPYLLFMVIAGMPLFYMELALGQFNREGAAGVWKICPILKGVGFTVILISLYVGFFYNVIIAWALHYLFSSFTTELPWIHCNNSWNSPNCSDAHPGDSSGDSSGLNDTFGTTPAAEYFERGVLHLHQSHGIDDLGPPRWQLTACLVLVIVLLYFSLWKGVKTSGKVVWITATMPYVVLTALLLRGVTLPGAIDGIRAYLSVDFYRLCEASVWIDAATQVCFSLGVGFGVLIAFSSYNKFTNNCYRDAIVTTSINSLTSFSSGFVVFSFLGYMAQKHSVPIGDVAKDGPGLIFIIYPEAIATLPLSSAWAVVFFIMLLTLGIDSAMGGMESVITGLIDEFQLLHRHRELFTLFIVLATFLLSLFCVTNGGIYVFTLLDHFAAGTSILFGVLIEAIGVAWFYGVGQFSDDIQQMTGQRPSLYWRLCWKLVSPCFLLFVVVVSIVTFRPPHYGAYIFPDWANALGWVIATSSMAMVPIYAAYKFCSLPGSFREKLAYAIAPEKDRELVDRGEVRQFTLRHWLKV
Smad3 FoxH1 inh = blocks human Smad3 binding to FoxH1 peptide | P84022 | TR-FRET Smad3/Dy647-FoxH1 peptide binding, europium anti-His | inhibition, % at 25 µM | 0.29% of 88,000 active;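 active = compounds that reduce the energy-transfer binding signal between the protein and its labelled peptide by more than half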;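 also: 0% = Smad3 plus labelled peptide maximal FRET and 100% = peptide-only background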
cytoskel mod = alters cytoskeleton assembly in HUVEC cells; HUVEC TNFa F-actin phalloidin imaging, high content; inhibition, % at 2 µM; 0.18% of 91,000 active;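 active = inhibition above the batch mean plus 3 SD and confirmed as a hit by visual image inspection, cut at about 30% in these data, passing the limit was not always enough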; also: strong numbers were not always called active
HUVEC tox IL1B = HUVEC cytotoxicity counter-screen, IL-1B stimulated. HUVEC cell count loss, Hoechst imaging. cell count reduction, % at 2 µM. 0.41% of 94,000 active. AID 845;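 active = cell count reduction more than 3 SD above the screen-wide mean, cut at about 70% in these data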;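 also: normalized per plate to untreated control cells as the no-loss baseline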
PTPN22 inh 2 = LYP (human) phosphatase inhibition | Q9Y2R2 | recombinant LYP catalytic domain, DiFMUP fluorescence | inhibition, % at 2 µM | 0.21% of 96,000 active;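 active = inhibition at 2 µM at or above a set limit, the screen mean plus 3 SD, cut at about 24% in these data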;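 also: 0% = DMSO with enzyme and 100% = enzyme fully blocked by orthovanadate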
TNFa cytotox = HUVEC cytotoxicity counter-screen, TNF alpha stimulated; HUVEC TNFalpha-stimulated, Hoechst cell count, imaging; cell count reduction, % at 2 µM; 0.17% of 93,000 active;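 active = cell count reduction exceeding the screen mean by over 5 SD, scaled to untreated wells per plate, cut at about 78% in these data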;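 also: cells counted after 24 h of TNF alpha exposure following the 1 h pretreatment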
Calb biofilm kill = kills Candida albicans biofilms. 0.14% of 85,000 active. AID 834. C. albicans biofilm + clotrimazole, Alamar Blue. inhibition, % at 6 µM;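 active = inhibition above 20%; inactive = inhibition below 20%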;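 also: preformed 24 hr biofilms exposed to compound for 48 hr; 0% = biofilm without compound and 100% = blank killed by clotrimazole plus chlorhexidine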
Starred values were filed as active, the others as inactive; / = not tested or not shown; [ ] = dose if it differs, or a comment. The list is partial, so the mix of outcomes need not match the whole.

SMILES	MT1-MMP txn act	VCAM1 TNFa inh	hDAT+cocaine	Smad3 FoxH1 inh	cytoskel mod	HUVEC tox IL1B	PTPN22 inh 2	TNFa cytotox	Calb biofilm kill
Cc1ccc(-c2nnc3sc(C4COc5ccccc5O4)nn23)cc1 (stereo unspecified)	1.1	/	0.61	8	/	/	/	/	6
CC(C)OC(=O)c1cccc(C(=O)Oc2ccccc2)n1	1	4	-0.64	0	-2	-13	-6	-19	-1
CC(C)(C)c1ccc(COC(=O)CNC(=O)CNC(=O)Cc2ccccc2)cc1	/	-3	-0.36	/	-2	-37	5	1	/
Cc1ccc(C(=O)C(NC(=O)c2ccco2)Nc2sc3c(c2C(N)=O)CCCC3)cc1 (stereo unspecified)	1.4	1	0.45	7	-4	12	-6	-7	7
CCCCC(=O)NC(N1CCCCC1)C(Cl)(Cl)Cl (stereo unspecified)	/	7	-0.4	/	-6	-42	3	-2	/
CCOC(=O)CSc1nnc(CNC(=O)c2ccc(OC)c(OC)c2)n1C	1.1	21	0.023	0[fluorescence artefact?]	-30	-26	-2	6	9
CC(C)C(c1nnnn1Cc1ccco1)N1CCN(c2cccc(Cl)c2)CC1 (stereo unspecified)	1.1	12	0.086	-16	-6	9	-2	42	3
CN(C)CCNc1nc2c(c(=O)[nH]c(=O)n2C)n1CC(O)COc1ccc(Cl)cc1Cl (stereo unspecified)	1.1	10	-0.34	-5[fluorescence artefact?]	-17	12	0	-7	1
Cc1ccc(C(=O)N2CCN(Cc3ccc4c(c3)OCO4)CC2)o1	1	8	-0.74	-3	-20	-10	11	25	1
N#CCCn1cc(C(CC(=O)c2ccc(Br)cc2)C(=O)O)c2ccccc21 (stereo unspecified)	1.1	/	-0.27	6[fluorescence artefact?]	/	/	/	/	8
Cc1cccc2cc(CN(Cc3ccc(F)cc3)C(=O)N3CCOCC3)c3nnnn3c12	1.2	-12	-1.3	5	/	-2	-1	-3	0
O=C1C=C(NCc2ccc(Cl)c(Cl)c2)C2(CCCCC2)O1	1.1	9	-0.24	-24	21	-15	-7	-7	2
Cc1ccc(CN2CCNC2=O)cc1	1.1	0	-0.045	0	-36	-17	-10	-1	10
COc1ccc(C(=O)c2oc3ccccc3c2N)cc1	2.3*	-7	0.22	-2	14	-10	6	-28	5
COCCCNC(=O)C1CCN(c2ncccn2)CC1	1	2	-0.4	4	-16	25	0	-5	8
CC1(C)CC(=O)C2=C(C1)N1CCCCC1CC2=O (stereo unspecified)	1.3	2	-0.86	-1	5	14	1	-8	7
CC(C)C12CN3CC(C(C)C)(CN(C1)C3c1ccco1)C2=O (stereo unspecified)	1.1	4	-1.7	-7	-26	-35	8	-13	3
Clc1ccccc1-c1nnc2sc(-c3ccccn3)nn12	1	-5	0.79	3	12	15	-26	-1	10
Cc1nc2cc(NC(=O)COc3ccc(C#N)cc3)ccc2n1-c1ccccc1	1	-1	-7.9*	0	4	10	-1	-15	7
Fc1ccc(-c2nc3nc4ccccc4nc3n2Cc2ccco2)cc1	1.4	16	0.0044	5	28	11	-1	-19	-7
Nn1c(Cc2cccc3ccccc23)nnc1SCC(=O)N1CC(=O)Nc2ccccc21	1	8	0.11	-10	3	19	5	-8	-2
CCOc1ccc(S(=O)(=O)N(CC(=O)Nc2cc(C)on2)Cc2ccccc2Cl)cc1	1.1	12	0.55	-1	2	15	5	-1	5
Cc1cc(C)cc(OCC(=O)Nc2ccccc2C(=O)NCc2ccco2)c1	1.2	0	0.00034	0	-26	-17	13	0	6
O=C(O)CCCC(=O)Nc1ccccc1Br	1.1	-5	-0.049	2	-18	11	-3	-17	4
CCn1ncc(/C=N/NC(=O)c2ccc3c(c2)OCO3)c1C	/	17	-0.4	/	5	-3	-2	11	/
O=C(OCCCN1CCCCC1)c1ccc(O)cc1	1.2	-10	-0.3	/	-2	-22	7	-27	/
CS(=O)(=O)N(Cc1ccc(Cl)cc1)c1ccc(C(=O)NCCSCc2ccco2)cc1	1.2	-14	-0.91	15	-14	-6	-8	-2	3
C=CCNC(=O)/C(=C/c1ccco1)NC(=O)c1ccc(Br)o1	/	13	-0.6	/	-18	-60	3	-8	/
CCCCn1c(Cc2ccccc2)nnc1SCC(=O)N1CCOCC1	1.3	-13	-0.11	-6	13	30	6	-9	6
CCSC1=NC(C)(C)C=C(C)N1	/	1	0.94	/	10	5	16	-11	/
CC1(C)CCCC2=C1CC1C(=O)N(O)C(=O)C1C2 (stereo unspecified)	1	-22	-1	-6	-10	11	-6	-6	-3
CCCCN(CC)CCNC(=O)Cn1cnc2sc(C)c(S(=O)(=O)N3CCOCC3)c2c1=O	1	6	0.15	-12	-26	6	-2	-20	5
CCc1ccc(NC(=O)c2ccc3c(c2)C(=O)N(Cc2ccco2)C3=O)cc1	1.2	/	-0.99	9	/	/	/	/	6
Cc1ccsc1-c1nc(CSCC(=O)NCCN2CCCC2)c(C)o1	1.1	-6	-0.79	6	-46	25	4	1	7
CC1CCN(CCCCOc2ccccc2[N+](=O)[O-])CC1	/	-12	-0.082	/	-7	-37	0	-35	/
CC1CCCC/C1=N\NS(=O)(=O)c1ccc(Br)cc1 (stereo unspecified)	1.2	3	/	-11	-9	-20	-3	8	-2
CCCCn1ccc(=O)c2c(C(F)(F)F)nccc21	/	6	-0.34	-9	-21	22	2	12	2
CCOCCCNC(=O)c1cc2sc(Cl)cc2n1CC	1.2	/	-0.26	19	/	/	/	/	2
O=C(CSc1nnc2ccccn12)NC(=O)NC1CCCCC1	1.1	-1	-0.16	0	-13	-34	-10	-37	5
CCOC(=O)c1c(C)[nH]c(C)c1C(=O)CSc1nnc(-c2ccc(OC(F)F)cc2)o1	1.2	4	-0.88	2	-24	-32	-5	9	4

Among those listed so far, 2 contain a COOH group:
SMILES	MT1-MMP txn act	VCAM1 TNFa inh	hDAT+cocaine	Smad3 FoxH1 inh	cytoskel mod	HUVEC tox IL1B	PTPN22 inh 2	TNFa cytotox	Calb biofilm kill
N#CCCn1cc(C(CC(=O)c2ccc(Br)cc2)C(=O)O)c2ccccc21 (stereo unspecified)	1.1	/	-0.27	6[fluorescence artefact?]	/	/	/	/	8
O=C(O)CCCC(=O)Nc1ccccc1Br	1.1	-5	-0.049	2	-18	11	-3	-17	4

Marked active in hDAT+cocaine (from the list above):
structure,MT1-MMP txn act,VCAM1 TNFa inh,hDAT+cocaine,Smad3 FoxH1 inh,cytoskel mod,PTPN22 inh 2
Cc1nc2cc(NC(=O)COc3ccc(C#N)cc3)ccc2n1-c1ccccc1,1,-1,-7.9*,0,4,-1

Three of the entries above in order of the cytoskel mod value, largest number first:
| smiles | cytoskel mod |
| --- | --- |
| CCCCn1c(Cc2ccccc2)nnc1SCC(=O)N1CCOCC1 | 13 |
| CCSC1=NC(C)(C)C=C(C)N1 | 10 |
| CCOC(=O)c1c(C)[nH]c(C)c1C(=O)CSc1nnc(-c2ccc(OC(F)F)cc2)o1 | -24 |

A second format for part of the listing above.
structure,MT1-MMP txn act,VCAM1 TNFa inh,hDAT+cocaine,Smad3 FoxH1 inh,cytoskel mod,HUVEC tox IL1B,PTPN22 inh 2,TNFa cytotox,Calb biofilm kill
CC1CCCC/C1=N\NS(=O)(=O)c1ccc(Br)cc1 (stereo unspecified),1.2,3,/,-11,-9,-20,-3,8,-2
O=C1C=C(NCc2ccc(Cl)c(Cl)c2)C2(CCCCC2)O1,1.1,9,-0.24,-24,21,-15,-7,-7,2
Cc1cc(C)cc(OCC(=O)Nc2ccccc2C(=O)NCc2ccco2)c1,1.2,0,0.00034,0,-26,-17,13,0,6
CCOC(=O)c1c(C)[nH]c(C)c1C(=O)CSc1nnc(-c2ccc(OC(F)F)cc2)o1,1.2,4,-0.88,2,-24,-32,-5,9,4
N#CCCn1cc(C(CC(=O)c2ccc(Br)cc2)C(=O)O)c2ccccc21 (stereo unspecified),1.1,/,-0.27,6[fluorescence artefact?],/,/,/,/,8

Continuation.
SMILES	MT1-MMP txn act	VCAM1 TNFa inh	hDAT+cocaine	Smad3 FoxH1 inh	cytoskel mod	HUVEC tox IL1B	PTPN22 inh 2	TNFa cytotox	Calb biofilm kill
COc1ccc(N2CCN(C(=O)Nc3ccc(S(=O)(=O)N(C)C)cc3)CC2)cc1	/	0	-1.1	/	8	-8	10	-11	/
CN1CCCN(S(=O)(=O)c2ccc3c(c2)OCCO3)CC1	1	10	0.022	-2	21	6	15	-5	5
N#Cc1c2n(c3c(=O)n(Cc4ccccc4Cl)cnc13)CCCCC2	1	-10	0.13	-3	20	-28	-2	-15	/
Cc1csc(NC(=O)c2cccs2)n1	1.3	7	0.43	-2	-17	53	-2	-12	7
Cc1cccc(CSc2nnc(-c3cccs3)n2Cc2ccco2)c1	1.2	11	2.2	7	0	-61	4	-19	11
O=c1oc2cc(O)ccc2c2ccccc12	1	-4	-0.18	22[fluorescence artefact?]	-14	-35	7	0	3
O=C1NC2(CCCCC2)Oc2ccccc21	1.2	5	-0.1	13	34	-46	-6	-33	8
CS(=O)(=O)N(CC(=O)NC1CCCC1)Cc1ccc(Cl)cc1	1.2	-4	-1.2	-21	-5	10	0	-5	9
CC1OC(Nc2ccc(OC(F)(F)F)cc2)C(O)C(O)C1O (stereo unspecified)	1.1	-10	0.022	3	7	-28	2	-30	1
FC(F)(F)c1cc(-c2ccco2)nc(N2CCN(c3ccccc3)CC2)n1	1.2	0	1.3	2	-14	-10	11	-16	6
CC1(C)Cc2c(ccc3ccccc23)-c2nnc(-c3cccnc3)n21	/	-37	0.62	/	2	6	0	-23	/
CC1=CN2C(=NC(=O)CC2(C)C(=O)N(CC(=O)NC2CCCC2)c2ccccc2C)C=C1 (stereo unspecified)	1.3	8	-1	-3	9	-15	-7	0	6

Screens as filed in PubChem BioAssay.
